HP1b binding inh = HTS for Inhibitors of HP1-beta Chromodomain Interactions with Methylated Histone Tails | Chromobox protein homolog 1 (Homo sapiens), P83916 | AlphaScreen HP1-beta / biotin-H3K9me3 peptide binding | Potency, µM (doses to about 114 µM), without a hit: top-dose activity change, negative = inhibition, actives largely listed as inhibitors | 390,000 tested, 0.56% active; further: nearly all actives have a fitted effect of over 70% in size; inactives centre near 23
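HP1-beta protein (50 nM final) preincubated 30 min at room temperature with biotinylated H3(1-18)K9me3 peptide (50 nM) in PBS pH 7.4, 0.01% Tween-20, then compound added for 30 min. AlphaScreen streptavidin donor/nickel chelate acceptor beads (10 ug/mL final), 30 min dark, luminescence read.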
BLM helicase inh = qHTS Assay for Inhibitors of Bloom's syndrome helicase (BLM); 350,000 tested, 0.2% active; Potency, µM (titrated, usually from 56.1 µM), for the others: top-dose activity change, negative = inhibition, hits mostly inhibitors; RecQ-like DNA helicase BLM (Homo sapiens), P54132; recombinant BLM DNA unwinding, fluorescence dequenching;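 further: plate controls were vehicle for no effect and no enzyme for full effect; nearly all actives have a fitted effect of over 35% in size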
Target sequence (P54132 whole entry, looked up): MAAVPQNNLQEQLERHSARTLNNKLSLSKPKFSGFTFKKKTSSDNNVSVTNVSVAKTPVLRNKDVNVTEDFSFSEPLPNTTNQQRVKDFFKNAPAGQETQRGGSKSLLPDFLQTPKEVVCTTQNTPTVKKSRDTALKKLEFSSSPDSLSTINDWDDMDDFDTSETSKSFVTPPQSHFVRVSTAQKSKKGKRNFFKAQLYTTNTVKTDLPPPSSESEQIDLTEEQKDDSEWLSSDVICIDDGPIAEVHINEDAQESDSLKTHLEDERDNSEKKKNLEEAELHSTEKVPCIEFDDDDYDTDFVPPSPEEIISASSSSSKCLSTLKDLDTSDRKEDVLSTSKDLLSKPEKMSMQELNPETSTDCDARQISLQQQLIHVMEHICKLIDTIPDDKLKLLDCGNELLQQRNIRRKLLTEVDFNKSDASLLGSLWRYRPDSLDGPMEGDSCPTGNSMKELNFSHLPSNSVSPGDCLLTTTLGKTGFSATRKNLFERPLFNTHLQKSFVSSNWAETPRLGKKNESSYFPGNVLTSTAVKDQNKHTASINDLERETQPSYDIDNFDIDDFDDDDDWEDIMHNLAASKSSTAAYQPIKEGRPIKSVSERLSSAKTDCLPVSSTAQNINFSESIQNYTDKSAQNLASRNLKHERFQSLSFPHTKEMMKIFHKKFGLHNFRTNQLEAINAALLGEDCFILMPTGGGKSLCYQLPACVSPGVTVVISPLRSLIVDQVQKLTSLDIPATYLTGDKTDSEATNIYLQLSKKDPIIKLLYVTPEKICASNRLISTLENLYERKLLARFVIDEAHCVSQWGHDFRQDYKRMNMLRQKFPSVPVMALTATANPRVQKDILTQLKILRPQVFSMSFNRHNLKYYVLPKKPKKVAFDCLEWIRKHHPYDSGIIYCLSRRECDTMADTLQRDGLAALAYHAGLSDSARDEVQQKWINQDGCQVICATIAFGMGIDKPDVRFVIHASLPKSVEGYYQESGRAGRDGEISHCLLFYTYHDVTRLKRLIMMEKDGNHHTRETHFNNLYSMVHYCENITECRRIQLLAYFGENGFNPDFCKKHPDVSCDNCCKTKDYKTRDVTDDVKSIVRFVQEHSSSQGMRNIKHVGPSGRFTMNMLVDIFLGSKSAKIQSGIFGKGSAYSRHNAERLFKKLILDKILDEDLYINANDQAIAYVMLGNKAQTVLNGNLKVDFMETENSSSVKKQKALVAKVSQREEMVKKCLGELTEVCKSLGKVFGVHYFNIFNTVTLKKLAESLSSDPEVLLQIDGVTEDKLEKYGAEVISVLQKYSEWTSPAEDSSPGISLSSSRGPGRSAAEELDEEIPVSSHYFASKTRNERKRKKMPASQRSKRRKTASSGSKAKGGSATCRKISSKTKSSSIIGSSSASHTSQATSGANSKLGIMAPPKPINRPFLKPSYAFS
POLI inh = qHTS for Inhibitors of Polymerase Iota; DNA polymerase iota (Homo sapiens), Q9UNA4; Pol iota fluorescent replication assay, 10 min; Potency, µM (series often up to 115 µM), for inactives: at the top dose activity, negative = inhibition, actives largely listed as inhibitors; 390,000 tested, 1% active; AID 588590, 2011
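Fluorescent replication assay read twice, at 0 min and 10 min after adding 50 nM (final) substrate. Enzyme (10 nM) and compounds were first incubated 15 min at room temperature; enzyme-free buffer wells were negative controls.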
GLS inhibitor = qHTS for Inhibitors of Glutaminase (GLS) | Glutaminase kidney isoform, mitochondrial (Homo sapiens), O94925 | GLS enzymatic activity, qHTS titration | Potency, µM (titrated, usually from 45.5 µM), inactives show at the highest dose activity change, negative = inhibition, usual class: inhibitors | 410,000 tested, 0.21% active; further: on the % scale 0 is the no-effect control and ±100 the full control effect
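Coupled fluorescence readout: glutamate oxidase/HRP/Amplex Red detect glutamate formed by hKGA from L-glutamine (1 mM solution added). Buffer 45 mM KH2PO4 pH 8.2, 0.02% Tween-20; reads at t0 and 30 min RT.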
JMJD2A Tudor inh = qHTS Assay for Inhibitors of JMJD2A-Tudor Domain | Lysine-specific demethylase 4A (Homo sapiens), O75164 | 390,000 tested, 4.4% active | AlphaScreen JMJD2A-Tudor / H3K4me3 peptide binding | Potency, µM (highest dose often 114 µM), for the others: at the highest dose activity change, negative = inhibition, actives largely listed as inhibitors; further: on the % scale 0 is the no-effect control and ±100 the full control effect; nearly all actives have a fitted effect of over 50% in size
Pin1 inhibitor = qHTS Assay to Find Inhibitors of Pin1. Peptidyl-prolyl cis-trans isomerase NIMA-interacting 1 (Homo sapiens), Q13526. Pin1 FP peptide displacement, HiFluor488, 10 min. Potency, µM (top dose mostly 115 µM), without a hit: top-dose activity, negative = inhibition, actives largely listed as inhibitors. 390,000 tested, 0.009% active. AID 504891, 2011; active means well fitted inhibition curve with a large enough effect in the polarisation, with a control signal flat, not every such curve was filed as active; inconclusive means small, poorly fitted or top-dose-only effect, or effect the other way, or a change in a side signal; inactive means no such curve, though single readings can be large or run the other way; the % refers to the polarisation; further: on the % scale 0 is the no-effect control and ±100 the full control effect
BAZ2B block = qHTS Assay for Inhibitors of BAZ2B | Potency, µM (top dose mostly 114 µM), for the others: at the highest dose activity change, negative = inhibition, usual class: inhibitors | 360,000 tested, 4.4% active | AID 504333, 2011 | AlphaScreen BAZ2B-H3K14Ac peptide displacement | Bromodomain adjacent to zinc finger domain protein 2B (Homo sapiens), Q9UIF8; further: on the % scale 0 is the no-effect control and ±100 the full control effect; nearly all actives have a fitted effect of over 60% in size
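AlphaScreen displacement of biotin-H3(5-23)K14Ac peptide (50 nM final) from BAZ2B (50 nM final) in PBS pH 7.4, 0.01% Tween-20; complex preformed 30 min RT, then compounds (top 110 uM) 30 min RT, beads 20 min dark.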
Tb PGK inh = qHTS Assay to Find Inhibitors of Phosphoglycerate Kinase | Potency, µM (series often up to 57.5 µM), for inactives: at the highest dose activity change, negative = inhibition, usual class: inhibitors | Phosphoglycerate kinase, glycosomal (Trypanosoma brucei brucei), P07378 | 380,000 tested, 0.043% active | PGK/GAPDH coupled, Kinase-Glo luminescence, 60 min; further: on the % scale 0 is the no-effect control and ±100 the full control effect; nearly all actives have a fitted effect of over 60% in size
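Recombinant glycosomal PGK reaction used 1,3-bisphosphoglycerate generated in-well by GAPDH (100nM final) in 100mM TEA pH 7.6, 5mM MgCl2, 0.01% Tween-20. After 60 minutes at room temperature, ATP was read by Kinase-Glo Plus luminescence end-point.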
G9a block = qHTS Assay for Inhibitors of Histone Lysine Methyltransferase G9a; Histone-lysine N-methyltransferase EHMT2 (Homo sapiens), Q96KQ7; G9a H3K9 monomethylation, AlphaScreen, 2 h; Potency, µM (doses to about 102 µM), without a hit: at the highest dose activity, negative = inhibition, most hits filed as inhibitors; 350,000 tested, 8.8% active; AID 504332, 2011; further: on the % scale 0 is the no-effect control and ±100 the full control effect; nearly all actives have a fitted effect of over 75% in size
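G9a (20 nM) was preincubated 15 min with compound, then reacted 2 h at room temperature with 500 nM biotin-H3K9 peptide and 20 µM SAM. Monomethyl-H3K9 detected by AlphaScreen using anti-H3K9me1 antibody.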
* hit, by the source's call; i = inactive; ? = inconclusive; . = no result given; [ ] = dose if it differs, or a comment. Unless noted, the call rests on the fitted dose curve; in most records, active means well fitted curve in the direction sought with a large enough effect; inconclusive means small, poorly fitted or top-dose-only effect, or another doubt; inactive means no such curve, though single readings can be large; an effect the other way counts as inactive or inconclusive. Potency means the concentration at half of the fitted maximal effect.

SMILES | HP1b binding inh | BLM helicase inh | POLI inh | GLS inhibitor | JMJD2A Tudor inh | Pin1 inhibitor | BAZ2B block | Tb PGK inh | G9a block
CCc1ccccc1NC(=O)CSc1nc2n[nH]c(C)c2c(=N)n1-c1ccc(OC)cc1 | 33% | 1% | 7% | 11µM* | -7% | 1% | 4% | -11% | 10%[59 µM]
CCOc1cc(C#N)c(NC(=O)c2ccco2)cc1OCC | 7% | -2% | 72%[activator] | -3% | -7% | 1% | 6% | -4% | -37%
CCCC1=Nc2cc(C(=O)NCc3ccccc3)ccc2Sc2ccccc21 | 14% | -11% | -13% | 1% | -26% | 19% | -27% | 0% | -31%[59 µM]
CCC(NC(=O)c1cc(COc2ccc(C)nc2)on1)c1ccc(C)cc1 (configuration not stated) | 15% | -2% | 20% | 9% | -12% | -7% | -8% | 10% | .
CCCSCCCNC(=O)c1ccc(C)c(NC(=O)C2=C(C)OCCS2)c1 | 25% | -1% | 4% | 2% | -20% | -4% | -7% | 1% | 18%
N#Cc1ccccc1Cn1c(SCC(=O)Nc2ccc(F)cc2)nc2ccccc21 | 29% | -2% | 14% | -6% | 16% | -4% | -3% | i | 11%[59 µM]
COc1ccc(NC(=O)CN(C)C(=O)c2oc3c(ccc4ccccc43)c2C)cc1 | -1% | . | -3% | -6% | ? | 26% | -30% | -3% | 5%[12.7 µM]
O=C(O)c1ccc(NCc2ccncc2)cc1 | 27% | -2% | -8% | 13% | -9% | 0% | 7% | -6% | ?
CC(C)(C)c1ccc(-n2ncc3c2CCCC3NC(=O)c2csnn2)cc1 (configuration not stated) | 18% | -1% | 10% | 0% | -12% | 3% | 2% | 1% | .
Cc1ccc(NC(=O)N2CCC(O)(c3cccnc3)CC2)cc1 | 15% | -1% | 7% | 9% | 13% | 7% | 8% | 5% | 4%[12.7 µM]
CCOC(=O)C1=C(CS(=O)(=O)c2ccccc2)NC(=O)NC1c1ccccc1OCC (configuration not stated) | 23% | -7% | 3% | -2% | -22% | 1% | -1% | -8% | 9%
O=c1[nH]n2c(=O)c3c([nH]c2c1N=Nc1cccc(C(F)(F)F)c1)CCCC3 | -37% | -6% | -4% | 23% | ? | ? | -36% | -11% | -16%[59 µM]
CC(NC(=O)C1CCN(S(=O)(=O)c2ccc3c(c2)NC(=O)CO3)CC1)c1ccccc1 (configuration not stated) | 75%[activator] | 0% | 14% | -2% | -6% | -10% | -10%[57.1 µM] | i | 7%
CCCNc1c(NS(=O)(=O)c2ccc(C)c(C)c2)c(=O)oc2ccccc12 | 54%[activator] | -1% | -16% | 1% | -3% | 2% | -2% | -3% | .
Clc1ccc(OCc2nc(-c3ccccn3)no2)c(Br)c1 | 57%[activator] | -3% | 26% | -6% | 2% | -6% | 5% | 0% | 1%
CCOC(=O)c1ccccc1NC(=O)CSc1nc2ccccc2c(=O)n1CCCN1CCOCC1 | -4% | . | -23% | -2% | ? | -3% | . | 0% | .
COC(=O)CN(c1cccc(F)c1)S(C)(=O)=O | 33% | 0% | 0% | 1% | -11%[11.4 µM] | -2% | -2% | 1% | -1%
COc1ccc(-c2nc(CSCC(=O)NCc3ccco3)c(C)o2)cc1 | 0% | -1% | ? | 5% | ? | -11% | ? | -2% | 45%[59 µM]
CCOc1cc2c(cc1/C=C/C(=O)O)OC(C)C2 (configuration not stated) | 26% | -2% | 0% | -2% | 6% | -10% | -22% | 6% | -4%
O=C(CN1CCN(Cc2ccccc2)CC1)Nc1cccc(Cl)c1 | 27% | -2% | 103%[activator] | 4% | -22% | 0% | 6% | -12% | .
O=C(NCc1ccccc1Cl)C1CCC(=O)N(C2CCCC2)C1 (configuration not stated) | 37% | -3% | 23% | 4% | 1% | -2% | -17% | 12% | -8%
Cc1sc2nc(COC(=O)c3c(F)cccc3F)[nH]c(=O)c2c1C | 37% | -1% | 92%[activator] | 4% | -5% | 4% | -4% | i | -4%
Cc1nn(Cc2ccccc2)c(Cl)c1C(=O)OCC(=O)NC(=O)NC12CC3CC(CC(C3)C1)C2 | 13% | 2% | 136%[activator] | -17% | -13% | 16% | -34% | 3% | -5%[59 µM]
CCn1cc(C(=O)N2CCN(c3cccc(Cl)c3)CC2)c(=O)c2cc(S(=O)(=O)N3CCCCC3)ccc21 | -7% | 0% | ? | -2% | -24% | -1% | . | -2% | -14%[59 µM]
O=C(CSc1ncn[nH]1)Nc1ccc(OCc2ccccc2)cc1 | 32% | -5% | 10% | 9% | -14% | 1% | . | 5% | ?

(cont.)
SMILES | HP1b binding inh | BLM helicase inh | POLI inh | GLS inhibitor | JMJD2A Tudor inh | Pin1 inhibitor | BAZ2B block | Tb PGK inh | G9a block
O=C(O)c1ccccc1C(=O)NC1CCCCNC1=O (configuration not stated) | -6% | -2% | 23% | 1% | -6% | -2% | -4% | -2% | 9%
CCOC(=O)c1nn(-c2ccccc2)cc1O | 10% | -3% | 7% | 9% | -22% | -1% | -9% | -7% | 13%
COc1ccc(OCCOc2ccccc2[N+](=O)[O-])cc1 | 18% | -7% | 13% | -5% | -4% | 11% | 8% | -13% | 10%[59 µM]
Cc1ccc(S(=O)(=O)N2CCOCC2)cc1NC(=O)COC(=O)C1=COCCO1 | -4% | . | 24% | -1% | -18% | 0% | -3% | -1% | -36%
Cc1csc(=O)n1CC(=O)OCC(=O)Nc1cc([N+](=O)[O-])ccc1Cl | 25% | . | 21% | 8% | -15% | 0% | -7% | 1% | ?
S=C1NC2(CCCCC2)N=C1c1ccccc1 | 62%[activator] | 1% | 111%[activator] | -14% | 1% | -7% | 7% | i | 49%[59 µM]
CCC/C(=C1/c2ccccc2C(=O)N1c1ccccc1)c1ccc2[nH]ccc2c1 | 9% | . | -2% | 9% | -34% | 2% | . | 0% | .
O=C(NCc1ccc(Cl)cc1Cl)c1cccc(N2CCCS2(=O)=O)c1 | 15% | -5% | -6% | -8% | -11% | -8% | -2% | i | -5%[59 µM]
O=C(Cn1cnc([N+](=O)[O-])n1)N/N=C/c1cccc2ccccc12 | 0% | 0% | 40%[activator] | 2% | -20% | -2% | -2% | i | 45µM*
CC(C)c1ccc(/C=C/C(=O)N2CCc3ccccc3C2)cc1 | 22% | 1% | -21% | 4% | -17% | -1% | 7% | -23% | 12%[59 µM]
O=C(OCn1nnc2ccccc2c1=O)c1ccc(N2CCOCC2)c([N+](=O)[O-])c1 | -10% | -10% | 1% | 24% | -28% | -3% | 14% | 1% | -21%[59 µM]
O=c1cc(CN2CC(O)Cc3ccc4ccccc4c32)nc2sccn12 (configuration not stated) | 28% | -3% | 44%[activator] | 1% | -21% | 0% | -14% | 0% | -47%
CCNc1nc(NCC)n2c(SCC(=O)O)nnc2n1 | 16% | 0% | -16% | 1% | -16% | 2% | -27% | -4% | -27%[12.7 µM]
Cc1cc(S(=O)(=O)N2CC(=O)N(CCc3ccccc3)C(=O)C2)ccc1F | 40%[activator] | -5% | 3% | 6% | 13% | -4% | 13% | 1% | .
Cc1cc2nc(-c3ccc[nH]c3=O)n(Cc3ccc(F)cc3)c2cc1C | 23% | -5% | -16% | 6% | -4% | 5% | -13% | 4% | 2%
CCOC(=O)C1CCCN(C(=O)COc2ccccc2F)C1 (configuration not stated) | 5% | -2% | 77%[activator] | 9% | -7% | -3% | 1% | -12% | 6%
CCOc1ccc(/C=C/c2nc(C#N)c(NC(C)c3ccccc3)o2)cc1 (configuration not stated) | 9% | -4% | -9% | 1% | -22% | -1% | -27% | i | -37%[59 µM]

Part of the list above, with the structure last:
HP1b binding inh | BLM helicase inh | POLI inh | GLS inhibitor | JMJD2A Tudor inh | Pin1 inhibitor | BAZ2B block | Tb PGK inh | G9a block | canonical_smiles
10% | -3% | 7% | 9% | -22% | -1% | -9% | -7% | 13% | CCOC(=O)c1nn(-c2ccccc2)cc1O
0% | 0% | 40%[activator] | 2% | -20% | -2% | -2% | i | 45µM* | O=C(Cn1cnc([N+](=O)[O-])n1)N/N=C/c1cccc2ccccc12
16% | 0% | -16% | 1% | -16% | 2% | -27% | -4% | -27%[12.7 µM] | CCNc1nc(NCC)n2c(SCC(=O)O)nnc2n1
-6% | -2% | 23% | 1% | -6% | -2% | -4% | -2% | 9% | O=C(O)c1ccccc1C(=O)NC1CCCCNC1=O (configuration not stated)
5% | -2% | 77%[activator] | 9% | -7% | -3% | 1% | -12% | 6% | CCOC(=O)C1CCCN(C(=O)COc2ccccc2F)C1 (configuration not stated)
62%[activator] | 1% | 111%[activator] | -14% | 1% | -7% | 7% | i | 49%[59 µM] | S=C1NC2(CCCCC2)N=C1c1ccccc1

The list is partial, so the mix of outcomes need not match the whole.
